Screens (PubChem)
BRCA1 expr act: qHTS Assay to Identify Small Molecule Activators of BRCA1 Expression; MCF7-BRCA1-FFLuc reporter, luminescence, 48 h; response scale: scaled: vehicle 0%, 10 µM genistein 100%; Potency, µM (highest dose often 46.1 µM), for the others: at the top dose activation, most hits filed as activators; 1.1% of 380,000 active; AID 624202, 2012; active means well fitted activation curve with a large enough effect; inconclusive means small, poorly fitted or top-dose-only effect; inactive means no such curve, though single readings can be large or run the other way; further: nearly all actives have a fitted effect of over 80% in size; some results filed as inactive show a strong effect at the top dose
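Compounds are tested at multiple concentrations on MCF7 BRCA1-luciferase reporter cells seeded at 2000 per well; after 48 h, a single luminescence end-point is taken and curves fitted to the normalized data.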
Active calls of the source: *. Potency means the concentration at half of the fitted maximal effect.

What do the screens show for `C[C@@H]1CN([C@H](C)CO)C(=O)CCCn2cc(nn2)CO[C@H]1CN(C)C(=O)Nc1ccc(C(C)(C)C)cc1`?
BRCA1 expr act: -0.2%

Results for CCOC1=C2[C@@H](CN(S(=O)(=O)c3ccc(C)cc3)[C@H]2c2cccc3ccccc23)[C@H]2C(=O)N(Cc3ccccc3)C(=O)[C@H]2C1 ?
BRCA1 expr act: -20.4%

Results for COc1cc2nc(Cl)nc(NC3CC3)c2cc1OC ?
BRCA1 expr act: 0.0%

What do the screens show for `COc1cccc(OCc2ccc(Cn3nc(NC(=O)NCCc4ccc(OC)c(OC)c4)c4ccccc43)cc2)c1`?
BRCA1 expr act: -34.1%

Results for Cc1ccc(S(=O)(=O)NNc2c3ccccc3nc3ccc(Cl)cc23)cc1 ?
BRCA1 expr act: 5.4%

How did Cc1ccc(S(=O)(=O)N2C[C@H]3C(=O)C[C@@H](c4ccccc4)N(S(=O)(=O)c4ccc(Br)cc4)[C@H]3C[C@H]2c2ccccc2)cc1 do in these assays?
BRCA1 expr act: 0.0%

Results for CCCNC(=O)c1cc(C2CCCN(C(=O)c3cc(C(C)(C)C)nn3C)C2)on1 (centres undefined) ?
BRCA1 expr act: -30.1%

Results for NS(=O)(=O)c1ccc(CCNc2nn3c(-c4cccc(OC(F)(F)F)c4)cnc3s2)cc1 ?
BRCA1 expr act: -67.8%

What do the screens show for `CC(=O)Nc1cccc(-c2ccnc3c2CC(C(=O)NCCC(F)(F)F)O3)c1` (centres undefined)?
BRCA1 expr act: -34.8%

What do the screens show for `C[C@H](CO)N1C[C@H](C)[C@H](CN(C)S(=O)(=O)c2ccc3ccccc3c2)OCc2cnnn2CCCC1=O`?
BRCA1 expr act: -0.8%

How did Cc1cn([C@H]2C[C@H](O)[C@@H](CNCc3ccc(Oc4cc(-n5cccn5)ncn4)cc3)O2)c(=O)[nH]c1=O do in these assays?
BRCA1 expr act: 3.4%

How did Cc1ccccc1CN1CCN(C(=O)[C@H]2O[C@@H](n3cnc4c(N)ncnc43)[C@H](O)[C@@H]2O)CC1 do in these assays?
BRCA1 expr act: 14.0%

Results for O=c1[nH]c(=S)n2c(c1-c1ccccc1)OC(CBr)C2 (centres undefined) ?
BRCA1 expr act: 5.2%

How did COCCN1C(=O)COc2ccccc2C1C(=O)Nc1c(C)cccc1C (centres undefined) do in these assays?
BRCA1 expr act: 19.2%

Results for Cc1cccc(NC(=O)c2ncn3c2C(=O)N[C@@H](C)C3)c1 ?
BRCA1 expr act: -12.3%

How did COc1ccc([C@H]2C[C@@H](n3cc(C4CC4)nn3)[C@H](O)CN2Cc2cccs2)cc1 do in these assays?
BRCA1 expr act: -13.6%

How did Cn1cc(-c2ccc(C(=O)Nc3cccc(Oc4ccccc4)c3)c3occc23)cn1 do in these assays?
BRCA1 expr act: 11.2µM*

What do the screens show for `CC1(Cc2ccccc2OC(F)(F)F)C(=O)Nc2ccc(-c3ccsc3)cc21` (centres undefined)?
BRCA1 expr act: -15.7%

How did COc1ccc(C(C)(NC(C)=O)c2nc(-c3cnc4ccccc4c3)cs2)cc1 (centres undefined) do in these assays?
BRCA1 expr act: 0.0%

How did CC(C)(C)OC(=O)[C@H](Cc1ccccc1)NC(=O)c1[nH]cnc1C(=O)Nc1ccccc1F do in these assays?
BRCA1 expr act: -66.5%

What do the screens show for `CN1CCN(c2ccc(CNC(=O)C3(C)Cc4c(-c5ccc6c(c5)OCO6)ccnc4O3)cc2)CC1` (centres undefined)?
BRCA1 expr act: -6.1%

What do the screens show for `COc1ccc(-c2csc(C(C)(O)c3cccnc3)n2)cn1` (centres undefined)?
BRCA1 expr act: 0.0%

Results for Cn1nc(-c2ccccc2)cc1NC(=O)[C@@H]1O[C@H](CO)[C@H](O)[C@H](O)[C@H]1O ?
BRCA1 expr act: 20.4%

Results for Cc1ccccc1-c1csc(C(C)(O)c2cccnc2)n1 (centres undefined) ?
BRCA1 expr act: 4.1%

How did COC(=O)C[C@@H]1C[C@H]2c3cc(N(C)C)ccc3O[C@H]2[C@H](CO)O1 do in these assays?
BRCA1 expr act: -15.2%

What do the screens show for `CN(C)c1ccc(-c2ccnc3c2CC(C)(C(=O)NCCc2ccccc2)O3)cc1` (centres undefined)?
BRCA1 expr act: -20.3%

What do the screens show for `COc1c(C)cc(C(O)c2ncc(-c3ccc(Cl)cc3)[nH]2)cc1C` (centres undefined)?
BRCA1 expr act: -35.1%

What do the screens show for `C[C@H]1CN([C@@H](C)CO)C(=O)CCCn2nncc2CO[C@@H]1CN(C)Cc1ccc2c(c1)OCCO2`?
BRCA1 expr act: -21.7%

What do the screens show for `CC1(C(=O)NS(=O)(=O)C2CC2)CCCN(C(=O)c2ccc(C(F)(F)F)cc2)C1` (centres undefined)?
BRCA1 expr act: -11.5%

Results for COC(=O)[C@]12CCCCC=C1N(Cc1cccc3ccccc13)C(=O)[C@H](CC(=O)NCCc1ccccc1OC)C2 ?
BRCA1 expr act: -38.3%

What do the screens show for `C[C@H](NC(=O)c1ncn2c1C(=O)NC[C@H]2C)c1ccccc1`?
BRCA1 expr act: 14.7%

How did CCOC(=O)[C@]12CCC=C1N(Cc1ccc3c(c1)OCO3)C(=O)[C@H](CC(=O)NCc1cccc(C(F)(F)F)c1)C2 do in these assays?
BRCA1 expr act: 0.0%

What do the screens show for `Cc1ccc(-c2ccc(CN3C(CC(C)C)C(=O)N(Cc4cn(CCC5OCCO5)nn4)CCS3(=O)=O)cc2)cc1` (centres undefined)?
BRCA1 expr act: -41.7%

What do the screens show for `Cc1cc(NS(C)(=O)=O)c(=O)n(Cc2cccc(C(F)(F)F)c2)c1`?
BRCA1 expr act: 6.4%

How did COc1ccc(NC(=O)C[C@H]2C(=O)N(c3ccc(Br)cc3)C[C@@H]2CSC)cc1 do in these assays?
BRCA1 expr act: 2.8%

How did CCCCN(C(=O)c1ccccc1Br)C(c1ccc(OC)cc1)c1nc2ccccc2[nH]1 (centres undefined) do in these assays?
BRCA1 expr act: -16.3%

What do the screens show for `CCc1nc2ccc(C(=O)N(C)CCCN(C)C)cn2c1N(C=O)CCC(C)C`?
BRCA1 expr act: 17.5%

How did C[C@@H]1CN([C@@H](C)CO)C(=O)CCCn2nncc2CO[C@H]1CN(C)C(=O)Nc1ccccc1F do in these assays?
BRCA1 expr act: 4.8%

What do the screens show for `C[C@@H]1CN([C@@H](C)CO)C(=O)CCCn2nncc2CO[C@H]1CN(C)S(=O)(=O)c1ccc(C#N)cc1`?
BRCA1 expr act: 2.2%

What do the screens show for `CCN(CC1CCCO1)C(=O)CCc1nnc(CCc2ccccc2)o1` (centres undefined)?
BRCA1 expr act: inconclusive

Results for COc1ccccc1CN1C(=O)C(Cc2ccccc2)ON=C1c1ncccc1C (centres undefined) ?
BRCA1 expr act: -4.3%

Results for Cn1c(NCc2cccnc2)nc2cc(-c3cccc(C(=O)NCCO)c3)sc2c1=O ?
BRCA1 expr act: 0.0%

What do the screens show for `COc1ccc([C@H]2C[C@H](O)[C@@H](n3cc(COC(=O)c4ccccc4)nn3)CN2Cc2cccs2)cc1`?
BRCA1 expr act: 3.9%

What do the screens show for `O[C@@H]1CN(Cc2cccs2)[C@@H](c2ccc(Cl)cc2)C[C@H]1n1cc(C2CC2)nn1`?
BRCA1 expr act: -39.7%

How did CCc1nc2c(OCc3ccc(F)cc3)cccn2c1N(C)C(=O)CC(C)C do in these assays?
BRCA1 expr act: 0.8%

How did CN(CC(=O)N/N=C/c1ccc(F)cc1)S(=O)(=O)c1ccccc1 do in these assays?
BRCA1 expr act: -0.7%

Results for CC(=NNC(N)=O)C1CC2CCC1CC2 (centres undefined) ?
BRCA1 expr act: 2.7%

Results for O=C1c2ccccc2C(c2nnnn2-c2ccc3c(c2)OCCO3)N1Cc1ccc(F)cc1 (centres undefined) ?
BRCA1 expr act: -7.2%

How did COc1ccc(-n2c(SCC(=O)Nc3cc(C)on3)nc3c(c2=O)SC(C)C3)cc1 (centres undefined) do in these assays?
BRCA1 expr act: 5.2%

How did C[C@H](CO)N1C[C@H](C)[C@H](CN(C)C(=O)Nc2cccc(Oc3ccccn3)c2)OCc2cnnn2CCCC1=O do in these assays?
BRCA1 expr act: 3.5%

How did Cc1cn([C@H]2C[C@H](O)[C@@H](/C=C/C(=O)NCCCc3ccccc3)O2)c(=O)[nH]c1=O do in these assays?
BRCA1 expr act: 19.4%

What do the screens show for `Cc1c(C(=O)NCc2cccc([N+](=O)[O-])c2)sc(=O)n1Cc1ccc(C(C)C)cc1`?
BRCA1 expr act: -28.8%

What do the screens show for `CC(=O)Nc1cccc(Nc2cc(C)nn2C)c1`?
BRCA1 expr act: 0.1%

What do the screens show for `CNC(=O)C[C@H]1C(=O)N(Cc2ccccc2)C[C@@H]1C`?
BRCA1 expr act: -4.4%

What do the screens show for `Cc1ccc([C@@H]2CC(=O)[C@@H]3CN(S(=O)(=O)c4ccc(C)cc4)[C@H](c4ccccc4)C[C@@H]3N2S(=O)(=O)c2ccc(Cl)cc2)cc1`?
BRCA1 expr act: 2.2%

How did Cc1ccccc1-n1nc2c(c1NC(=O)C1CC1)CS(=O)(=O)C2 do in these assays?
BRCA1 expr act: 0.2%

Results for CCOC(=O)C1=CCN(S(=O)(=O)c2ccccc2Br)C1c1cccc(Cl)c1 (centres undefined) ?
BRCA1 expr act: -32.3%

Results for CCOc1ccc(NC(=O)COC(=O)c2ccccc2OCC(=O)N(C)C)cc1 ?
BRCA1 expr act: 24.9%

How did CSC1=NC=C(C#N)C2=NC(c3ccc(Cl)cc3)NN12 (centres undefined) do in these assays?
BRCA1 expr act: 9.8%

Results for COc1cc(N(C)C)c(OC)cc1/C=C/c1ccnc2ccccc12 ?
BRCA1 expr act: -48.0%

How did Clc1ccc(N2O[C@H]3C=C[C@@H]2C3)nc1 do in these assays?
BRCA1 expr act: 37.8%

How did NC(=S)NN=Cc1nccc2c(C(F)(F)F)cccc12 do in these assays?
BRCA1 expr act: -50.6%

What do the screens show for `CC(C)N=C1CCCC1C(=S)SSC(=S)C1CCCC1=NC(C)C` (centres undefined)?
BRCA1 expr act: -30.6%

Results for CCNC(=O)c1cc2c(c(-c3cccc(-c4cc5ccccc5o4)c3)n1)[C@H](CCO)N(C(=O)NC(C)C)C2 ?
BRCA1 expr act: -70.1%

Results for COc1ccc(C(Cl)=C(C=O)c2ccc(OC)c(OC)c2)cc1OC ?
BRCA1 expr act: -6.0%

How did CC1CCCC(C)N1C(=O)COC(=O)c1ccccc1C(=O)c1ccccc1 (centres undefined) do in these assays?
BRCA1 expr act: -3.8%

How did O=C(CC[C@H]1O[C@@H](n2ccc(=O)[nH]c2=O)[C@H](O)[C@@H]1O)NCCN1CCOCC1 do in these assays?
BRCA1 expr act: 12.7%

What do the screens show for `COc1cc(CNc2ncnc3c2ncn3[C@H]2CN(Cc3cccc(C(F)(F)F)c3)C[C@@H](COC(C)=O)O2)cc(OC)c1OC`?
BRCA1 expr act: -37.2%

Results for C[C@@H]1CN([C@@H](C)CO)C(=O)CCCn2nncc2CO[C@H]1CN(C)S(=O)(=O)c1ccc(-n2cccn2)cc1 ?
BRCA1 expr act: 17.8%

What do the screens show for `CC(C)(C)OC(=O)N1CCc2onc(-c3ccc(Br)cc3)c2C1=O`?
BRCA1 expr act: 0.0%

Results for Cc1cc(O)cc(O)c1/C=N/NC(=O)c1ccc2c(c1)OCCO2 ?
BRCA1 expr act: -49.1%

Results for O=C1NC[C@@H](CCCCN2C[C@H](Cc3ccc(O)cc3)N(Cc3ccccc3)C(=O)C2=O)N(CCC2CCCCC2)C1=O ?
BRCA1 expr act: 11.9%

How did CC(C=CC(O)=C1C(=O)CNC1=O)=C[C@@H](C)C1OC2(C)OC(C(=O)C3O[C@@]32C)C1C (some centres undefined) do in these assays?
BRCA1 expr act: 10.2%

What do the screens show for `COc1cc(C(=O)NC(=S)Nc2ccc3ccccc3c2)cc(OC)c1OC`?
BRCA1 expr act: -38.4%

How did Cc1cc(-c2ccc(Br)cc2)n2nc(C)cc2n1 do in these assays?
BRCA1 expr act: -22.0%

What do the screens show for `CCNC(=S)Nc1ccc2c(c1)c(=O)n(C)n2Cc1ccc(Cl)cc1`?
BRCA1 expr act: 1.6%

Results for CCOC(=O)C1c2cccc(O)c2CCN1C(C)=O (centres undefined) ?
BRCA1 expr act: 21.9%

How did Fc1ccc(-c2nc3ccc(Cl)cn3c2Cc2ccccc2)cc1 do in these assays?
BRCA1 expr act: 7.0%

How did COc1cccc(CN2CCC2(C)C(=O)NCc2cccc(C(F)(F)F)c2)c1OC (centres undefined) do in these assays?
BRCA1 expr act: -13.0%

What do the screens show for `COc1cccc(-c2ccc3c(c2)N(Cc2ccccc2OC)C(=O)C(C)S3)c1` (centres undefined)?
BRCA1 expr act: 0.0%

Quoted at random: 2 compounds from above.
What do the screens show for `CC(C)(C)OC(=O)N1CCc2onc(-c3ccc(Br)cc3)c2C1=O`?
BRCA1 expr act: 0.0%

Results for O=C1NC[C@@H](CCCCN2C[C@H](Cc3ccc(O)cc3)N(Cc3ccccc3)C(=O)C2=O)N(CCC2CCCCC2)C1=O ?
BRCA1 expr act: 11.9%

Entries from the list above with bromine:
How did Cc1ccc(S(=O)(=O)N2C[C@H]3C(=O)C[C@@H](c4ccccc4)N(S(=O)(=O)c4ccc(Br)cc4)[C@H]3C[C@H]2c2ccccc2)cc1 do in these assays?
BRCA1 expr act: 0.0%

Results for O=c1[nH]c(=S)n2c(c1-c1ccccc1)OC(CBr)C2 (centres undefined) ?
BRCA1 expr act: 5.2%

How did COc1ccc(NC(=O)C[C@H]2C(=O)N(c3ccc(Br)cc3)C[C@@H]2CSC)cc1 do in these assays?
BRCA1 expr act: 2.8%

How did CCCCN(C(=O)c1ccccc1Br)C(c1ccc(OC)cc1)c1nc2ccccc2[nH]1 (centres undefined) do in these assays?
BRCA1 expr act: -16.3%

Results for CCOC(=O)C1=CCN(S(=O)(=O)c2ccccc2Br)C1c1cccc(Cl)c1 (centres undefined) ?
BRCA1 expr act: -32.3%

What do the screens show for `CC(C)(C)OC(=O)N1CCc2onc(-c3ccc(Br)cc3)c2C1=O`?
BRCA1 expr act: 0.0%

How did Cc1cc(-c2ccc(Br)cc2)n2nc(C)cc2n1 do in these assays?
BRCA1 expr act: -22.0%

Only part of the results is shown; count on the stated rates, not on these rows.
